# Screening data (PubChem BioAssay)
# GAA inhib = alpha-glucosidase (human) inhibition | P10253 | purified human GAA, 4-MU-alpha-glucoside fluorescence | Potency, µM (highest dose often 76.9 µM), inactives show at the top dose activity change, negative = inhibition, hits mostly inhibitors | hit rate 0.005% among 200,000 | AID 1466;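 note: potency is the fitted concentration of half-maximal effect; plate controls were uninhibited enzyme wells for no effect and no-enzyme background for full effect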
#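 Read-out is 4-methylumbelliferone fluorescence (Ex 365/Em 440 nm) after NaOH/glycine stop at pH 10. Enzyme 4 nM, substrate 400 uM, pH 5.0 citrate buffer, 20 min room temperature; AC50 from Hill-equation concentration-response.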
# HTT ATP protect = cytoprotection in Huntington HTT-Q103 PC12 cell model | PC12 HTT-Q103 induced, cytoprotection, ATP luminescence, 40 h | AID 1471 | hit rate 0.14% among 230,000 | Potency, µM (highest dose often 56.4 µM), for the others: cytoprotection (ATP increase), usual class: activators;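 note: potency is the fitted concentration of half-maximal effect; % of control where 0% means no effect; nearly all actives have a fitted effect of over 45% in size; toxic huntingtin expression switched on by the ecdysone agonist tebufenozide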
#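 Stable PC12 Q103-GFP cells in serum-supplemented, phenol red-free DMEM; induction by tebufenozide at 100 nM final; compound dose series; cell viability quantified luminescently from ATP.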
# CBFb-RUNX1 inh = CBF-beta/RUNX1 interaction disruption. Q01196+Q13951. AlphaScreen CBFb-His/RUNX1-biotin binding, biochemical. Potency, µM (highest dose often 59.8 µM), inactives show top-dose activity, negative = inhibition, usual class: inhibitors. 230,000 tested, under 10 active. AID 1477; note: % of control where 0% means no effect
# Target sequence (Q01196 whole entry, looked up): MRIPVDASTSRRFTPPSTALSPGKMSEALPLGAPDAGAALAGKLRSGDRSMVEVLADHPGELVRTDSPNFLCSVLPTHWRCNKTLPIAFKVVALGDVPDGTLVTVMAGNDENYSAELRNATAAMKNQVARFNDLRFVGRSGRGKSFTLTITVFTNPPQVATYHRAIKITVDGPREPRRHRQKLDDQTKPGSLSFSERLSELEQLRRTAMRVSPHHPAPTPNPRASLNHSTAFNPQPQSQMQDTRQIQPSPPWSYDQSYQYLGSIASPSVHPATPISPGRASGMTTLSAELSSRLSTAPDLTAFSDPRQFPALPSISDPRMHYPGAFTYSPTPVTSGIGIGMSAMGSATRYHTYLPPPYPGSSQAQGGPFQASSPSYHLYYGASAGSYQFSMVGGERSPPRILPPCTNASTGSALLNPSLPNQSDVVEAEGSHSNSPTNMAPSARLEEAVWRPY
# Target sequence (Q13951 whole entry, looked up): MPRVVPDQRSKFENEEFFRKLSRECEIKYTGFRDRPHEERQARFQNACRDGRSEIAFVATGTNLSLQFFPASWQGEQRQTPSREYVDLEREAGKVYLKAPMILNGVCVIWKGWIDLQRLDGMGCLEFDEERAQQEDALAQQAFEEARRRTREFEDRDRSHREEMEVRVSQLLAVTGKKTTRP
#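 Read-out: AlphaScreen. Format: His-CBF-beta with biotinylated RUNX1 (30 nM each) preincubated 20 min, compound 15 min, Ni-chelate plus streptavidin beads 90 min; room temperature throughout.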
# aGlu spleen mod = lysosomal alpha-glucosidase (human) modulation; human spleen homogenate, 4-MU-alpha-glucoside fluorescence; Potency, µM (top dose mostly 79.9 µM), for inactives: at the highest dose activity change, negative = inhibition, usual class: inhibitors; hit rate 0.006% among 240,000; AID 2112;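 note: potency is the fitted concentration of half-maximal effect; 0% = enzyme with vehicle and -100% = no enzyme basal signal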
#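 Human spleen homogenate (1 ug) with 4-methylumbelliferyl-alpha-D-glucopyranoside (1 mM final) in 50 mM citrate/phosphate pH 5.0, 0.01% Tween-20; 40 min at 37 C. Stopped at pH 10; 4-MU fluorescence Ex 365/Em 440 nm; AC50 by Hill fit.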
# LMNA splice mod = changes lamin A minigene splicing in HeLa cells; hit rate 0.01% among 200,000; HeLa LMNA splicing GFP/RFP minigene ratio, 48 h; Potency, µM (top dose mostly 46.1 µM), without a hit: top-dose ratio change, negative = inhibition, actives largely listed as inhibitors; active = well fitted inhibition curve with a large enough effect in the signal ratio, with a control signal flat, not every such curve was filed as active; inconclusive = small, poorly fitted or top-dose-only effect, or effect the other way, or a change in a side signal; the % refers to the signal ratio; note: potency is the fitted concentration of half-maximal effect; % is set by controls: 0 for no effect and ±100 for the full control effect
#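 Read-out is the ratio of GFP to DsRed2 object intensity, acquired by 488 nm laser-scanning cytometry on HeLa lamin A-EGFP minigene reporter cells. Compound incubation 48 hrs at 37 °C in Opti-MEM with 2% FBS; DMSO 0.5% final.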
# HttQ103 aggreg = inhibitors of mutant huntingtin aggregate formation in PC12 cells; PC12 HttQ103-GFP aggregates, Acumen cytometry, 40 h; Potency, µM (titrated, usually from 46.1 µM), inactives show at the top dose activity change, negative = inhibition, hits mostly inhibitors; hit rate 1.1% among 220,000; AID 1688; note: potency is the fitted concentration of half-maximal effect; % is set by controls: 0 for no effect and ±100 for the full control effect; nearly all actives have a fitted effect of over 60% in size
#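 Multiplexed with ATP-based cell death, this channel scores GFP aggregates in PC12 cells expressing inducible HTTex1-Q103-GFP. Induction used 100 nM tebufenozide; compounds were tested in concentration series.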
# GAA glycogen = inhibitors or activators of human alpha-glucosidase glycogen cleavage; hit rate 0.38% among 300,000; P10253; AID 2100; Potency, µM (titrated, usually from 76.4 µM), inactives show at the top dose activity change, negative = inhibition, usual class: inhibitors; recombinant GAA, glycogen substrate, Amplex Red glucose oxidase fluorescence;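 note: potency is the fitted concentration of half-maximal effect; 0% = full enzyme reaction and -100% = no-enzyme basal signal; the screen sought inhibitors and activators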
#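 Recombinant human alpha-glucosidase (4 nM final) hydrolysed bovine liver glycogen (30 ug) for 40 min at 37 C in pH 5.0 citrate/phosphate with 0.01% Tween-20. Released glucose detected by glucose oxidase/Amplex Red, Ex 573/Em 610 nm. Compounds up to 77 uM; AC50 from Hill fits.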
# Numbers without * were called inactive; ? = inconclusive; . = not tested or not shown; & = joins results of further samples; [ ] = another dose, or the depositor's remark. Unless noted, calls come from the whole dose curve; as a rule, active = well fitted curve in the direction sought with a large enough effect; inconclusive = small, poorly fitted or top-dose-only effect, or another doubt; inactive = no such curve, though single readings can be large; an effect the other way counts as inactive or inconclusive.
SMILES,GAA inhib,HTT ATP protect,CBFb-RUNX1 inh,aGlu spleen mod,LMNA splice mod,HttQ103 aggreg,GAA glycogen
COc1cccc2sc(NNC(=O)C3COc4ccccc4O3)nc12 (centres undefined),-1%,-12%,-10%,-6%,29%[9.22 µM],-15%,-17%
COc1cc(C)nc(NC(=O)COc2ccc(Cl)cc2C)n1,11%,-25%,14%,-2%,7%,-2%,14%
O=C(O)c1c(-c2ccccc2)c(-c2ccccc2)nc2ccccc12,4%,-6%,-4%,-13%,?,17%,-15%
Cc1cc(C)nc(SCC(=O)c2cc3ccccc3oc2=O)n1,-3%,9%,1%,-4%,?,10%,-24%
CC(C)C(=O)Nc1cccc(-c2nc3ccccc3o2)c1,-10%,-25%,3%,-9%,1%,2%,1%
NC(=O)c1cccnc1Nc1ccccc1F,-5%,.,-3%,-1%,-1%,?,-6%
CCNC(=O)CN1C(=O)NC2(CCCCCC2)C1=O,-4%,?,-2%,-5%,8%,10%[9.22 µM],1%
COc1ccc(CCNC(=O)C2CCC(CNS(=O)(=O)c3ccccc3)CC2)cc1OC (centres undefined),-1%,.,0%,5%,.,13%,21%
COCc1nnc(NS(=O)(=O)c2ccccc2)s1,-1%,17%[10 µM],12%,-3%,-4%,5%,10%
CCOC(=O)CSc1nnc([C@H](Cc2ccccc2)NC(=O)OC(C)(C)C)o1,-8%,-11%,2%,-5%,1%,4%,6%
CCCCCSc1nc2c(c(=O)[nH]c(=O)n2C)n1C(C)C,3%,16%[10 µM],-2%,-17%,-3%,1%,10%
COCCNC(=O)/C(C#N)=C/c1nc(N(C)C)n(-c2ccc(F)cc2)c1Cl,0%,-12%,1%,5%,?,-2%,-1%
CCCOc1ccc(C(=O)OCC(=O)c2c(N)n(C)c(=O)n(C)c2=O)cc1OCC,-6%,-50%[inhibitor][10 µM],-29%,-2%,.,-14%,5%
O=C(Nc1cccc(C(F)(F)F)c1)c1cc2c(s1)-c1ccccc1OC2,?,-5%[10 µM],27%,8%,-16%,-8%,-8%
Cc1ccccc1CCN(C(=O)Cn1nnc2ccccc21)C(C(=O)NC(C)(C)C)c1ccsc1 (centres undefined),0%,-2%[10 µM],4%,-1%,-13%,-2%,8%
CCOc1cc(CNCCc2ccc(S(N)(=O)=O)cc2)ccc1OCc1ccccc1,?,13%,1%,-1%,10%,-22%,2%
Cc1cc(C)nc(NC(=NCCc2c[nH]c3ccccc23)NC(=O)Nc2ccc(Cl)cc2)n1,0%,3%[10 µM],-9%,-13%,-9%,3%,-9%
COC(=O)c1cccc(OCC(O)Cn2ccnc2)c1 (centres undefined),10%,7%[0.074 µM],3%,6%,-3%,-7%,6%
CC(=O)c1c(C)[nH]c(=S)c(C#N)c1-c1ccc(F)cc1,.,8%[10 µM],-2%,6%,.,4%[9.22 µM],?
O=C(/C=C/c1ccccc1Cl)Nc1ccc(-c2nnc3n2CCCCC3)cc1,7%,?,1%,-6%,-5%,-9%,-3%

# An excerpt from above in order of the CBFb-RUNX1 inh value, smallest number first:
SMILES | GAA inhib | CBFb-RUNX1 inh | aGlu spleen mod | LMNA splice mod | GAA glycogen
CCCOc1ccc(C(=O)OCC(=O)c2c(N)n(C)c(=O)n(C)c2=O)cc1OCC | -6% | -29% | -2% | . | 5%
CCCCCSc1nc2c(c(=O)[nH]c(=O)n2C)n1C(C)C | 3% | -2% | -17% | -3% | 10%
COCCNC(=O)/C(C#N)=C/c1nc(N(C)C)n(-c2ccc(F)cc2)c1Cl | 0% | 1% | 5% | ? | -1%
CCOC(=O)CSc1nnc([C@H](Cc2ccccc2)NC(=O)OC(C)(C)C)o1 | -8% | 2% | -5% | 1% | 6%
COC(=O)c1cccc(OCC(O)Cn2ccnc2)c1 (centres undefined) | 10% | 3% | 6% | -3% | 6%
COc1cc(C)nc(NC(=O)COc2ccc(Cl)cc2C)n1 | 11% | 14% | -2% | 7% | 14%
O=C(Nc1cccc(C(F)(F)F)c1)c1cc2c(s1)-c1ccccc1OC2 | ? | 27% | 8% | -16% | -8%

# Returning to the listing, repeating the 3 entries before the break.
SMILES,GAA inhib,HTT ATP protect,CBFb-RUNX1 inh,aGlu spleen mod,LMNA splice mod,HttQ103 aggreg,GAA glycogen
COC(=O)c1cccc(OCC(O)Cn2ccnc2)c1 (centres undefined),10%,7%[0.074 µM],3%,6%,-3%,-7%,6%
CC(=O)c1c(C)[nH]c(=S)c(C#N)c1-c1ccc(F)cc1,.,8%[10 µM],-2%,6%,.,4%[9.22 µM],?
O=C(/C=C/c1ccccc1Cl)Nc1ccc(-c2nnc3n2CCCCC3)cc1,7%,?,1%,-6%,-5%,-9%,-3%
Cc1csc(/N=C/c2ccc([N+](=O)[O-])cc2)n1,5%,23%[10 µM],-1%,10%,-2%,19%,-2%
Cc1cccc(NC(=O)CCN2CC(C)OC(C)C2)c1 (centres undefined),?,-20%[10 µM],-4%,5%,0%,4%,5%
CCOc1ccccc1NC(=O)C(OC(=O)C1CC1)c1ccccc1 (centres undefined),.,2%[10 µM],8%,0%,.,-6%[9.22 µM],0%
COc1ccc(N2CCCn3c2nc2c3c(=O)n(Cc3ccccc3F)c(=O)n2C)cc1,-3%,-20%[0.074 µM],-1%,-4%,4%,-4%,-1%
CCC(=O)Nc1ccc(C(=O)n2nc(C)cc2C)cc1,1%,-6%,3%,2%,5%,5%,-3%
COC(=O)c1cc2occc2n1CC(=O)Nc1ccc(OC)c(OC)c1,-9%,-12%,-1%,2%,-5%,4%,-1%
O=C(CNC(=O)c1cccs1)OCC(=O)c1ccc(Cl)cc1,-25%,-6%[10 µM],8%,-5%,.,7%[9.22 µM],9%
CCCc1ccc(C(=O)/C=C/N(C)C)cc1,.,-8%[10 µM],6%,4%,.,-1%[9.22 µM],-10%
CCn1c(O)c(C=NC2CCCC(C)C2C)sc1=S (centres undefined),-4%,-4%[10 µM],-26%,3%,?,-2%[9.22 µM],-3%
COc1ccc2[nH]c3c(c2c1)CCn1c-3nc2ccccc2c1=O,6%,-52%[inhibitor],9%,11%,11%,-7%,0%
CC(=O)Nc1cc2nn(-c3ccccc3)nc2cc1Cl,6%,-34%,2%,-3%,-5%,?,4%
O=C(COc1cc(Cl)c(Cl)cc1Cl)Nc1ccc([N+](=O)[O-])cc1Cl,3%,15%[10 µM],4%,5%,.,10%[9.22 µM],7%
CCn1cc(C=C2C(=O)c3ccccc3C2=O)c2ccccc21,3%,7%[10 µM],-6%,4%,-10%,-3%,-5%
Cc1ccc(C)c(NC(=S)NNC(=O)c2csc3c2CCC(C)C3)c1 (centres undefined),?,1%,-4%,1%,?,-3%,-15%
CCCSc1nc(C)c(CC(=O)OCC)c(=O)[nH]1,7%,7%,-13%,-4%,5%,3%,0%
Cc1ccc(CNc2cc(-c3nn4c(C)nnc4s3)ccc2C)s1,4%,-8%,8%,-3%,5%,?,3%
CCC(=O)Nc1ccc2c(c1)ncn2C,-2%,.,1%,0%,3%[46 µM],.,9%
COC(=O)Cc1cc(=O)n(-c2nc3ccccc3s2)[nH]1,2%,-9%[0.074 µM],?,-7%,-29%,10%,1%
Cc1cccc(-c2nnc(SCC(=O)Nc3nc4c(s3)CCCC4)n2C)c1,3%,16%[10 µM],9%,-6%,-19%,9%,0%
CCOc1ccc(C(=O)NCCCN2CCCC2=O)cc1,-9%,10%,-9%,2%,-7%,25%,-4%
Clc1ccc2nsnc2c1NC1=NCCN1,.,-4%&-3%,21%&-6%,3%&3%,?,-10%,.
Cc1csc2ncc(C(=O)NCCC(c3ccccc3)c3ccccc3)c(=O)n12,.,6%[10 µM],21%,0%,.,0%[9.22 µM],-9%
CC(=O)c1ccc(OCc2cc([N+](=O)[O-])cc3c2OCOC3)cc1,-9%,-27%,-3%,2%,5%[46 µM],21%,22%
Cc1cc2c(sc3ccccc32)c(C)n1,.,15%[10 µM],9%,-2%,.,-10%[9.22 µM],4%
CCOC(=O)N1CCN(C(=O)CN(Cc2ccccc2)S(C)(=O)=O)CC1,3%,13%[10 µM],-1%,3%,-6%,-5%,4%
O=C(NCCC1=CCCCC1)C1CCCN(S(=O)(=O)c2cccnc2)C1 (centres undefined),-11%,4%,-4%,0%,-11%,-8%,6%
O=[N+]([O-])c1ccc(/C=N/n2c(CO)nc3ccccc32)s1,-3%,10%[10 µM],-5%,-7%,?,3%,12%
Fc1cccc(NC(=S)NCc2cccnc2)c1,4%,-14%[10 µM],-5%,?,-2%,-9%,-1%
